# Autophagy mod: autophagy modulation, high-content screen; MEF GFP-LC3 puncta imaging; test concentration mostly 10 µM; calls only at 10 µM (by protocol); 190,000 tested, 0.98% active;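 active = percentage of spot-positive cells more than 3 SD above its plate mean, without a fluorescence outlier flag or 80% toxicity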;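 also: spot-positive cell cutoff set from DMSO-treated cells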
# Hep lipid drop: modulators of hepatic lipid droplet formation. inhibition, % at 6.5 µM. 240,000 tested, 0.4% active. AML12 mouse hepatocytes, oleate lipid droplets, BODIPY imaging;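 active = lipid droplet intensity inhibited by at least 50%, with more than 500 cells counted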
#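 Test system: AML12 mouse liver cells; schedule: overnight exposure; technique: high-content imaging of BODIPY-stained droplets and DAPI nuclei; read-out: % inhibition of corrected integrated BODIPY droplet signal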
# Dynein transport: blocks dynein driven cargo transport along microtubules; 3617.4 mouse cells, GR-EGFP nuclear translocation imaging; test concentration mostly 20 µM; stimulated with dexamethasone, 1 µM; stronger effect = lower value; z-score, hits read low; 220,000 tested, 0.47% active; AID 1381;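 active = plate z-score of nuclear minus cytoplasmic receptor signal below a set negative limit, without overly bright fluorescence or cell loss, cut at about -3.5 in these data, passing the limit was not always enough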;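 also: z-score of nuclear minus cytoplasmic ring GR-EGFP intensity difference per well; some compounds called inactive have numbers as strong as hits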
#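 Buffer or medium: tet-free, stripped-serum medium; Also added: dexamethasone, 1.0 µM final; Technique: high-content fluorescence imaging after fixation; Times: 48 h induction, 1 h compound, 30 min dex at 37 °C; Read-out: per-cell GR-EGFP intensity, nucleus versus surrounding cytoplasmic ring, well-averaged.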
# MT stabilize HCS: stabilizes microtubules in HeLa cells; HeLa tubulin immunostaining HCS, 24 h; share of cells brighter than vehicle mean+2SD; % tubulin-high responders, % at 10 µM; 200,000 tested, 0.83% active;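 active = plate Z-score above 3 for both tubulin-high and condensed-nucleus cell shares, with cell loss under 80%, at 10 µM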;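 also: anti alpha tubulin signal scored within the nucleus-defined area of each cell; some results filed as inactive read as strong as hits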
# WT yeast gro inh: growth inhibition of WT yeast, mitochondrial fusion screen; 190,000 tested, 2.1% active; mitochondrial fusion phenotypic screen, WT strain; inhibition, % at 10 µM; AID 1362; in the data active = inhibition above about 58%; tested in S. cerevisiae
# Ins promoter up: MIN6 insulin promoter up-regulation; 190,000 tested, 0.3% active; z-score at 5 µM; MIN6 insulin promoter-GFP reporter, high-content imaging; stronger effect = higher value;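 active = z-score above 3 at 5 µM with at least 500 cells counted in the well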
# ER stress rescue: protection against thapsigargin-triggered cell killing – 384-well, CSM14.1, ATP luminescence, primary screen (AID 1222); CSM14.1 thapsigargin-induced death rescue, ATP luminescence; higher % means a stronger effect; one-dose cellular ATP content (survival), % at 20 µM; EC50 in µM for titrated hits; 190,000 tested, under 10 active;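 active = EC50 below 50 µM in the dose-response confirmation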;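 also: death triggered by thapsigargin at about 15 µM added after 2 h compound pretreatment; cell ATP read after overnight thapsigargin exposure of roughly 18 to 22 hours; normalized against plate controls of thapsigargin alone and 5% DMSO vehicle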
# XIAP displacement: XIAP antagonists, biochemical, IAP family, fluorescence polarization (AID 1018). one-dose displacement, % at 20 µM; IC50 in µM for titrated hits. 200,000 tested, 0.007% active. XIAP BIR domain, fluorescence polarization peptide displacement; higher % means a stronger effect; in the data active = displacement above about 50%; also: a part of the inactive calls stands beside numbers as strong as those of hits
# b-catenin transl: alters nuclear translocation of beta-catenin in HeLa cells; 190,000 tested, 0.3% active; immunofluorescence imaging; AID 1665; nuclear translocation activity, % at 5 µM;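 active = nuclear translocation activity above 50% at 5 µM, with a well cell count of 50 or more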;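 also: per-cell ratio of nuclear to cytoplasmic median beta-catenin stain intensity; plate controls were DMSO negative control for no effect and GSK-3 inhibitor IX positive control for full effect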
#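 Test system: HeLa cells, endogenous beta-catenin; Compound: single 5 µM dose plus 0.02–20 µM confirmation series; Times: compound exposure 24 h at 37°C; Signal: fluorescence imaging of beta-catenin antibody stain plus DAPI; Read-out: % activation, nuclear-to-cytoplasmic median beta-catenin signal ratio per cell.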
# WT yeast gro inh mutant strain: second read-out of WT yeast gro inh, no call of its own (marks repeat the call); inhibition, %; mitochondrial fusion phenotypic screen, mutant strain inhibition
# Dynein transport cytoplasmic EGFP: also measured in Dynein transport; calls as there; z-score; measured here: cytoplasmic GR-EGFP intensity; stronger effect = higher value
# Dynein transport nuclear GR-EGFP: also measured in Dynein transport; calls as there; z-score; measured here: nuclear GR-EGFP intensity;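 lower value marks the stronger effect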
# Dynein transport cell count: second read-out of Dynein transport, no call of its own (marks repeat the call); z-score; measured here: cell count per field
# Ins promoter up cell count: second read-out of Ins promoter up, no call of its own (marks repeat the call); cell count; measured here: cytotoxicity, nuclei count;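 total cells summed across four imaged fields per well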
# Hep lipid drop cells 6.5 µM: further read-out of Hep lipid drop, marked with its call; cell count; measured here: cell count, cytotoxicity flag;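 cells counted across two imaged fields per well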
# b-catenin transl cell count 5 µM: second read-out of b-catenin transl, no call of its own (marks repeat the call); cell count; measured here: cell count, cytotoxicity flag
# MT stabilize HCS Hoechst-high %: also measured in MT stabilize HCS; calls as there; % Hoechst-high responders; measured here: nuclear condensation Hoechst responders;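 share of cells brighter than vehicle mean plus two SD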
# MT stabilize HCS cytotoxicity %: further read-out of MT stabilize HCS, marked with its call; toxicity, %; measured here: cytotoxicity by cell density;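 0% = mean cell density of plate MIN control wells and 100% = no cells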
# Autophagy mod cell loss 18 h: further read-out of Autophagy mod, marked with its call; toxicity, %; measured here: cell loss, nuclei count;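 cell loss after 18 h compound exposure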
# The depositor's hits bear a star; i = inactive; x = no result given. Compounds were not picked by outcome, and some 4% of all compounds hit somewhere here.
SMILES,Autophagy mod,Autophagy mod cell loss 18 h,Hep lipid drop,Hep lipid drop cells 6.5 µM,Dynein transport,Dynein transport cytoplasmic EGFP,Dynein transport nuclear GR-EGFP,Dynein transport cell count,MT stabilize HCS,MT stabilize HCS Hoechst-high %,MT stabilize HCS cytotoxicity %,WT yeast gro inh,WT yeast gro inh mutant strain,Ins promoter up,Ins promoter up cell count,ER stress rescue,XIAP displacement,b-catenin transl,b-catenin transl cell count 5 µM
CC(=O)c1cccc(NC(=O)C(OC(=O)c2ccccc2NS(=O)(=O)c2cccs2)c2ccccc2)c1 (stereo not drawn),i,13,0,619,-0.25,-0.12,0.64,-0.13,3.2,2.1,4.4,-12,-9,x,x,-2.6%,-4.7%,1.3,956
Clc1ccc(-c2csc(Nc3cccnc3)n2)cc1,x,x,2,713,1.1,-0.22,0.98,-0.37,x,x,x,x,x,-0.53,1014,x,x,-0.3,1324
O=C(Cn1cc(C(F)(F)F)cc(Cl)c1=O)Nc1cccc(Cl)c1,i,1,8,660,0.98,-0.22,0.29,-0.65,3.3,2.5,8.1,1,-10,0.58,1482,-1.9%,-2.4%,-3.5,1053
O=C(O)c1cn(Cc2ccccc2Cl)c2ccc(S(=O)(=O)N3CCOCC3)cc2c1=O,i,-9,17,688,-1.4,-0.095,-0.85,0.057,2.2,2.1,6.5,-47,-6,-0.51,1544,-1.2%,-3.4%,-3.3,1147
Cc1ccc(S(=O)(=O)NC2c3cccc4cccc(c34)C2Sc2nc(C)cc(C)n2)cc1 (stereo not drawn),i,-18,-25,575,-0.75,-0.26,-0.5,0.51,3.4,3.5,8.5,23,16,x,x,-1.0%,-4.3%,-1.8,926
Cc1ccc(NC(=O)/C=C/C(=O)O)c([N+](=O)[O-])c1,i,23,-24,647,0.18,-0.28,0.37,-0.17,4.4,3.1,12,4,-7,-0.1,1526,-2.1%,-4.8%,x,x
CC(Cl)C(=O)NNc1cccc(Cl)n1 (stereo not drawn),i,-3,x,x,-0.45,-0.23,-0.39,0.53,3.2,1.5,11,58*,-0.4*,-0.8,1589,-1.3%,-4.5%,0.1,1329
Cc1n[nH]c(C)c1Cc1ccc(C(=O)O)cc1,i,0,26,660,-0.99,-0.25,-0.3,-0.097,1.4,1.7,4.7,-16,-8,-0.39,1751,-2.7%,-1.3%,0.8,1004
O=C(Nc1cc2nn(-c3ccccc3)nc2cc1Cl)c1ccco1,i,0,0,704,-0.33,-0.23,0.41,-0.071,3.3,2.3,2.3,2,-1,0.48,1202,-3.0%,-7.5%,x,x
Cc1ccc(Cn2nc(C)c(NC(=O)C3CC3)c2C)cc1,i,-4,-4,716,-0.23,0.29,-0.012,0.89,3.0,1.6,4.7,4,6,x,x,0.4%,-9.0%,0.4,1194
CCOC(=O)C1CCCN(C(=S)Nc2cccc(Cl)c2C)C1 (stereo not drawn),i,-7,-25,560,-0.9,-0.27,-0.41,1.4,7.6,1.6,8.4,-2,-14,1.9,1505,-1.7%,0.5%,-0.5,1107
S=c1[nH]nc(Nc2cccc3ccccc23)s1,x,x,-11,775,-0.73,-0.24,-0.23,1,x,x,x,x,x,-0.46,1081,x,x,-0.4,1339
O=C(OC(C(=O)NC1CCCC1)c1ccccn1)c1cccs1 (stereo not drawn),i,-4,x,x,1,-0.098,-0.044,-1.7,3.0,2.1,7.6,18,2,-0.23,1726,-1.2%,-0.9%,0.0,1335
CCOc1ccccc1N1CCN(c2nc3ccccc3nc2C(C#N)C(=O)OC)CC1 (stereo not drawn),i,7,x,x,-0.041,-0.014,0.53,0.11,4.2,2.7,8.9,0,6,0.27,1400,-3.0%,-1.4%,-0.2,1361
CCOC(=O)Cc1csc(NC(=O)c2ccc(S(=O)(=O)N(CCOC)CCOC)cc2)n1,i,1,-1,738,0.16,-0.32,0.2,0.033,2.9,2.4,8.8,-12,-6,x,x,-2.2%,-4.4%,-1.3,1100
OCCN1CCN(CCCN2c3ccccc3Sc3ccc(C(F)(F)F)cc32)CC1,i,8,-39,591,3.4,3.8,2.5,-3.6,2.8,2.5,8.7,85,91,x,x,-4.8%,-3.0%,2.1,443
CC(C)Cn1c(N)c(C(=O)COC(=O)/C=C/c2cccs2)c(=O)n(C)c1=O,x,x,-6,679,-0.19,-0.28,-0.027,0.61,x,x,x,x,x,-0.54,1225,x,x,-3.2,1200
N/C(=N\OC(=O)CCc1ccccc1)c1ccc(Br)cc1,i,4,x,x,-0.17,-0.21,-0.21,0.018,1.4,2.0,7.2,4,-6,0.2,1588,-1.0%,-2.9%,0.1,1255
COc1cc2c(cc1OC)C(C)N(C(=O)c1cc3ccccc3o1)CC2 (stereo not drawn),i,24,x,x,-0.85,-0.33,-0.21,0.055,3.8,3.5,3.4,18,7,-0.31,1523,-4.6%,-3.1%,-1.8,1363
COc1ccc(N(C)S(=O)(=O)c2cccc3cccnc23)c(OC)c1,i,18,x,x,-0.75,-0.32,0.0094,-0.42,55*,43*,39*,-8,-5,-0.51,1241,-1.1%,-3.1%,56*,972*
O=C(NCCCN1CCCC1=O)NC1CCCCC1,i,2,-2,701,-0.98,0.0086,-0.29,0.98,4.6,3.9,12,-2,-8,0.01,855,-3.0%,-9.2%,-4.8,1047
O=C(CCn1c(=O)[nH]c2ccsc2c1=O)NCc1ccc(F)cc1,i,-9,0,666,-0.7,-0.2,-0.41,0.63,3.2,2.8,5.9,-14,-16,0.08,1315,-0.4%,-6.3%,0.8,1045
C=C1[C@@H](C)C2[C@H](Cc3ccccc3)NC(=O)[C@]23OC(=O)CC[C@H](O)CCC[C@H](C)C/C=C/[C@H]3[C@@H]1O (stereo partly drawn),x,x,-48,582,4,-0.33,3.1,-0.74,x,x,x,x,x,0.36,907,x,x,11,823
CCNC(=O)CSc1nc(-c2ccccc2)cs1,i,-12,-1,691,0.7,0.3,0.44,-1.2,2.8,2.5,5.0,11,-23,1.1,1264,x,-4.7%,-3.9,1109
CC(=NCCCn1ccnc1)c1c(O)n(Cc2ccccc2)c(=O)[nH]c1=O,i,2,4,793,-0.45,0.33,0.021,0.73,2.1,2.1,8.3,1,-18,-0.41,885,-2.3%,-2.7%,-7.4,1060
O=c1c2ccccc2nc2sc3ccccc3n12,i,19,39,697,-0.19,-0.22,0.036,1.6,2.3,1.5,0.0,29,24,-1.2,920,-1.3%,-2.0%,1.7,1031
O=C(CCS(=O)(=O)c1cccs1)Nc1ccc(C(=O)NCc2ccccc2)cc1,i,2,6,779,0.37,-0.24,-0.07,0.36,1.7,1.4,5.0,-3,1,-0.79,942,-0.5%,-16%,x,x
N#CC1=C(N)OC2=C(C(=O)CCC2)C12CCN(C(=O)OCc1ccccc1)CC2,x,x,x,x,x,x,x,x,x,x,x,-10,13,0.97,1224,-0.5%,-3.5%,-5.2,818
COC(=O)C(Cc1ccccc1)NC(=O)C(CC(C)C)NC(=O)OC(C)(C)C (stereo not drawn),i,3,2,641,-0.095,-0.29,-0.43,0.28,4.0,3.5,4.0,-4,-22,0.35,2343,3.1%,-3.9%,-1.2,939
O=C(CCc1ccccc1)NCC(=O)N/N=C/c1ccc(O)cc1O,x,x,11,780,-0.15,-0.25,0.39,-0.16,x,x,x,x,x,-0.01,1149,x,x,1.3,1205
O=C(O)CCC(CNS(=O)(=O)c1ccccc1)C(F)(F)F (stereo not drawn),i,12,8,710,-0.6,0.3,-0.11,-0.071,1.8,1.9,7.8,8,2,-0.4,1318,x,-7.9%,1.4,1057
O=C(/C=C/c1ccccc1)Nc1nnc(-c2ccco2)o1,i,15,-8,651,0.24,-0.12,0.6,-0.22,3.4,1.8,8.5,-3,4,0.3,1541,-0.8%,-4.5%,-4.0,1043
COC(=O)c1ccccc1SC(CC(=O)c1ccccc1)c1ccc(F)cc1 (stereo not drawn),x,x,-11,804,-0.099,-0.26,0.39,0.46,x,x,x,x,x,-0.43,998,x,x,0.7,1469

# Pulled by compound from the list above:
SMILES,Autophagy mod,Autophagy mod cell loss 18 h,Hep lipid drop,Hep lipid drop cells 6.5 µM,Dynein transport,Dynein transport cytoplasmic EGFP,Dynein transport nuclear GR-EGFP,Dynein transport cell count,MT stabilize HCS,MT stabilize HCS Hoechst-high %,MT stabilize HCS cytotoxicity %,WT yeast gro inh,WT yeast gro inh mutant strain,Ins promoter up,Ins promoter up cell count,ER stress rescue,XIAP displacement,b-catenin transl,b-catenin transl cell count 5 µM
O=c1c2ccccc2nc2sc3ccccc3n12,i,19,39,697,-0.19,-0.22,0.036,1.6,2.3,1.5,0.0,29,24,-1.2,920,-1.3%,-2.0%,1.7,1031
CC(=NCCCn1ccnc1)c1c(O)n(Cc2ccccc2)c(=O)[nH]c1=O,i,2,4,793,-0.45,0.33,0.021,0.73,2.1,2.1,8.3,1,-18,-0.41,885,-2.3%,-2.7%,-7.4,1060
COC(=O)c1ccccc1SC(CC(=O)c1ccccc1)c1ccc(F)cc1 (stereo not drawn),x,x,-11,804,-0.099,-0.26,0.39,0.46,x,x,x,x,x,-0.43,998,x,x,0.7,1469
C=C1[C@@H](C)C2[C@H](Cc3ccccc3)NC(=O)[C@]23OC(=O)CC[C@H](O)CCC[C@H](C)C/C=C/[C@H]3[C@@H]1O (stereo partly drawn),x,x,-48,582,4,-0.33,3.1,-0.74,x,x,x,x,x,0.36,907,x,x,11,823

# Assay outcomes: PubChem BioAssay, several laboratories
